influenza NS1A – NS1A inhibition, H1N1 influenza, cell based functional assay (AID 504329) | NS1A functional cell-based assay, percent inhibition; higher % means a stronger effect | inhibition, % at 12.5 µM; hits with a dose series show IC50 in µM | actives 0.3% (n = 340,000); in the data active means a potency from the dose series; inconclusive means inhibition above about 27% without an active follow-up result; further: strong numbers were not always called active
H37Rv inhibition – M. tuberculosis growth inhibition, HTS (AID 449762); M. tuberculosis H37Rv growth inhibition, 7H9 media; higher % means a stronger effect; one-dose inhibition, % at 25 µM; IC50 in µM for titrated hits; actives 0.59% (n = 330,000); in the data active means a potency from the dose series; inconclusive means inhibition above about 70% without an active follow-up result;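 further: bacterial growth assessed after seven days of incubation; strong numbers were not always called active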
PhoP GFP inhibition – PhoP regulon inhibitors, Salmonella typhi PhoP promoter GFP reporter, confirmatory (AID 1850); Salmonella Typhi PhoP-promoter GFP reporter, fluorescence, 4 h; higher % means a stronger effect; inhibition, % at 50 µM; hits with a dose series show IC50 in µM; actives 0.33% (n = 310,000); in the data active means a potency from the dose series; inconclusive means inhibition mostly from about 25% at the one dose, without a potency; inactive means the rest, 99 in 100 with inhibition below about 19%;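 further: 0% = induced wells with vehicle and 100% = uninduced wells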
M. tuberculosis – growth inhibition of non-replicating M. tuberculosis (AID 488890) | Mycobacterium tuberculosis non-replicating, growth inhibition; higher % means a stronger effect | inhibition, % at 25 µM, or IC50 in µM where a hit was titrated | actives 0.39% (n = 320,000); in the data active means a potency from the dose series; inconclusive means inhibition mostly from about 82% at the one dose, without a potency; inactive means the rest, 99 in 100 with inhibition below about 76%;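 further: plate controls were DMSO cells for no effect and high antibiotic wells for full effect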
VEEV TC-83 Vero – inhibitors of VEEV TC-83 cytopathic effect, confirmation, Vero cells (AID 588727); inhibition, % at 20 µM, or IC50 in µM where a hit was titrated; actives 0.13% (n = 350,000); Vero cells, VEEV TC-83 cytopathic effect inhibition; higher % means a stronger effect; in the data active means a potency from the dose series; inconclusive means inhibition mostly from about 14% at the one dose, without a potency; inactive means the rest, 99 in 100 with inhibition below about 12%; further: strong numbers were not always called active
Active calls of the source: *. Rows were taken by chance; overall some 1.5% were active at least once.

For O=C(COc1ccc([N+](=O)[O-])cc1)NNC(=O)c1cccs1 the results were influenza NS1A -1.2%, H37Rv inhibition 7.6%, PhoP GFP inhibition 4.4%, M. tuberculosis inactive and VEEV TC-83 Vero 1.7%.
Screening Cc1ccc(CONC(=O)c2ccc([N+](=O)[O-])cc2)cc1 returned influenza NS1A -2.9%, H37Rv inhibition 10.1%, M. tuberculosis inconclusive and VEEV TC-83 Vero 0.8%.
CC(C)(C)OC(=O)CNC(=O)c1nc[nH]c1C(=O)NCc1ccc(CNC(=O)OC(C)(C)C)cc1 was read as influenza NS1A -2.8%, H37Rv inhibition 1.2%, PhoP GFP inhibition 3.0%, M. tuberculosis 58.0% and VEEV TC-83 Vero 6.5%.
For Cc1cc(-c2nnc(CCC(=O)NCc3ccc(OC(F)(F)F)cc3)o2)no1 the results were influenza NS1A 7.6%, H37Rv inhibition -1.3%, PhoP GFP inhibition -5.2%, M. tuberculosis -10.6% and VEEV TC-83 Vero inactive.
`c1coc(-c2nc3ccccc3s2)c1` gave influenza NS1A -2.2% and VEEV TC-83 Vero 0.1%.
For O=C(c1cccs1)N(c1ccc(F)cc1)C1C=CS(=O)(=O)C1 (centres undefined) the results were influenza NS1A -7.0%, H37Rv inhibition 8.7%, PhoP GFP inhibition 1.3%, M. tuberculosis 2.1% and VEEV TC-83 Vero 0.2%.
O=C1S/C(=C\c2ccc(O)c([N+](=O)[O-])c2)C(=O)N1Cc1cccc([N+](=O)[O-])c1 was read as H37Rv inhibition 46.3%, PhoP GFP inhibition 5.1%, M. tuberculosis 60.6% and VEEV TC-83 Vero 2.6%.
`Cc1c(NC(=O)CN2C(=O)c3ccccc3C2=O)c(=O)n(-c2ccccc2)n1C` gave influenza NS1A -0.5%, H37Rv inhibition -2.8%, PhoP GFP inhibition 7.0%, M. tuberculosis -24.6% and VEEV TC-83 Vero 0.1%.
For COc1ccc(NC(=S)c2ccc(N(C)C)cc2)cc1 the results were influenza NS1A -4.2%, H37Rv inhibition -0.2%, PhoP GFP inhibition 1.2%, M. tuberculosis 6.1% and VEEV TC-83 Vero 0.9%.
Cc1c(N=Cc2ccc(O)c(Br)c2)cccc1[N+](=O)[O-] was read as influenza NS1A -4.8%, H37Rv inhibition 9.8%, PhoP GFP inhibition -3.5%, M. tuberculosis -1.6% and VEEV TC-83 Vero inactive.
`Cc1nn(-c2ccc(C(=O)O)cc2)c(N)c1-c1ccccc1` gave influenza NS1A -8.3%, H37Rv inhibition 8.2%, PhoP GFP inhibition -1.5%, M. tuberculosis -7.3% and VEEV TC-83 Vero 0.7%.
For COC(=O)C(NC(=O)COc1ccccc1)(Nc1nc2c(s1)CCCC2)C(F)(F)F (centres undefined) the results were influenza NS1A -5.2%, H37Rv inhibition -4.7%, PhoP GFP inhibition -2.4%, M. tuberculosis -3.1% and VEEV TC-83 Vero 7.4%.
Screening Cc1ccc(S(=O)(=O)Nc2cc(C(C)C)c(O)cc2C)cc1 returned influenza NS1A 0.4%, H37Rv inhibition -4.3%, PhoP GFP inhibition -14.1%, M. tuberculosis -1.2% and VEEV TC-83 Vero 0.6%.
CS(=O)(=O)c1ccc(C2=C(c3ccccc3)C(=O)OC2)cc1 was read as influenza NS1A 0.6%, H37Rv inhibition -6.0%, PhoP GFP inhibition -2.8%, M. tuberculosis -2.5% and VEEV TC-83 Vero inactive.
Screening COC(=O)c1ccc(CSC2=NCCS2)cc1 returned influenza NS1A -4.4%, H37Rv inhibition 4.0%, PhoP GFP inhibition -2.7%, M. tuberculosis 79.5% and VEEV TC-83 Vero 3.3%.
For Cc1ccccc1-n1c(SCC(=O)Nc2ccccc2)nc2nc3c(cc2c1=O)CCCC3 the results were influenza NS1A 50.0%, H37Rv inhibition 26.1%, PhoP GFP inhibition -3.6%, M. tuberculosis 57.9% and VEEV TC-83 Vero 7.3%.
COc1ccc(OC)c(-n2c(=S)[nH]c3c(sc(=S)n3-c3ccccc3C)c2=O)c1 was read as influenza NS1A 9.7%, H37Rv inhibition 8.0%, PhoP GFP inhibition -3.0%, M. tuberculosis 4.2% and VEEV TC-83 Vero 9.1%.
COc1ccc2nc(SCC(=O)Nc3ccccc3)[nH]c2c1 was read as influenza NS1A -1.0%, H37Rv inhibition 9.7%, PhoP GFP inhibition -8.8%, M. tuberculosis 73.2% and VEEV TC-83 Vero 0.2%.
Screening Nc1ccc2nc(SCC(=O)N3CCOCC3)sc2c1 returned influenza NS1A 6.1%, H37Rv inhibition -10.9%, PhoP GFP inhibition 5.9%, M. tuberculosis -6.5% and VEEV TC-83 Vero 0.3%.
Screening CCC(=O)Nc1ccc(NC(=O)CSc2nnnn2CC)cc1C returned influenza NS1A 0.4%, H37Rv inhibition 0.6%, PhoP GFP inhibition 7.1%, M. tuberculosis -8.8% and VEEV TC-83 Vero inactive.

An excerpt from above in order of SMILES length, smallest number first:
For O=C(COc1ccc([N+](=O)[O-])cc1)NNC(=O)c1cccs1 the results were influenza NS1A -1.2%, H37Rv inhibition 7.6%, PhoP GFP inhibition 4.4%, M. tuberculosis inactive and VEEV TC-83 Vero 1.7%.
`Cc1c(NC(=O)CN2C(=O)c3ccccc3C2=O)c(=O)n(-c2ccccc2)n1C` gave influenza NS1A -0.5%, H37Rv inhibition -2.8%, PhoP GFP inhibition 7.0%, M. tuberculosis -24.6% and VEEV TC-83 Vero 0.1%.
COc1ccc(OC)c(-n2c(=S)[nH]c3c(sc(=S)n3-c3ccccc3C)c2=O)c1 was read as influenza NS1A 9.7%, H37Rv inhibition 8.0%, PhoP GFP inhibition -3.0%, M. tuberculosis 4.2% and VEEV TC-83 Vero 9.1%.

The results go on.
For CC(C)Cc1cc(C(C)(C)C)ccc1OC(=S)N(C)C the results were influenza NS1A 4.8%, H37Rv inhibition -5.1%, PhoP GFP inhibition -10.6%, M. tuberculosis -8.5% and VEEV TC-83 Vero 0.6%.
Screening Cc1cc(C)nc(NCCO)n1 returned influenza NS1A -6.9%, H37Rv inhibition -1.9%, PhoP GFP inhibition 1.8%, M. tuberculosis -2.3% and VEEV TC-83 Vero 0.8%.
Screening CC12CCC(c3c(C(=O)Nc4nccs4)nn(-c4ccccc4)c31)C2(C)C (centres undefined) returned influenza NS1A 1.2%, H37Rv inhibition 66.3%, PhoP GFP inhibition -0.1%, M. tuberculosis 38.3% and VEEV TC-83 Vero 0.3%.
For CC(C)(C)c1ccc(-c2nc(C=O)c3ccccn23)cc1 the results were influenza NS1A -5.1%, H37Rv inhibition inconclusive, PhoP GFP inhibition -6.7%, M. tuberculosis 76.0% and VEEV TC-83 Vero 0.6%.
Screening Cc1ccc(C)c(NC(=O)/C(C#N)=C/c2cn(CC(=O)NCc3ccco3)c3ccccc23)c1 returned influenza NS1A -7.5%, H37Rv inhibition -0.6%, PhoP GFP inhibition -1.0%, M. tuberculosis -1.3% and VEEV TC-83 Vero inactive.
COc1ccc(CSc2nnnn2-c2ccccc2)cc1 was read as influenza NS1A -23.4%, H37Rv inhibition -1.5%, PhoP GFP inhibition -2.1%, M. tuberculosis inconclusive and VEEV TC-83 Vero 5.1%.
`O=C(CSc1nnc2c(n1)[nH]c1ccc(F)cc12)N1CCOCC1` gave influenza NS1A -3.8%, H37Rv inhibition -6.0%, PhoP GFP inhibition 1.8%, M. tuberculosis -15.0% and VEEV TC-83 Vero 2.4%.
Screening Cc1ccc(S(=O)(=O)NCC(=O)N/N=C/c2ccc(Cl)cc2Cl)cc1 returned influenza NS1A -6.8%, H37Rv inhibition -3.1%, PhoP GFP inhibition -8.0%, M. tuberculosis -11.6% and VEEV TC-83 Vero 0.6%.
For Cc1ccc(N=Cc2cc3c(cc2O)OC(N)=C(C#N)C3c2ccccc2)cc1 (centres undefined) the results were influenza NS1A 5.9%, H37Rv inhibition 4.6%, PhoP GFP inhibition -2.2%, M. tuberculosis 62.6% and VEEV TC-83 Vero inactive.
For CCCCn1c(=O)[nH]c2nc3cc(NC(C)=O)ccc3nc2c1=O the results were influenza NS1A -6.0%, H37Rv inhibition -7.8%, PhoP GFP inhibition -5.9%, M. tuberculosis -14.8% and VEEV TC-83 Vero 0.5%.
CCCCn1c(SCc2cccnc2)nc2c1c(=O)n(C)c(=O)n2C was read as influenza NS1A 7.4%, H37Rv inhibition -10.9%, PhoP GFP inhibition -0.1%, M. tuberculosis 5.3% and VEEV TC-83 Vero 1.9%.
NC1=NC[C@@H](Cc2ccc(O)cc2)N1CCCCC1CCCCC1 was read as influenza NS1A 15.2%, H37Rv inhibition inconclusive, PhoP GFP inhibition 13.7µM*, M. tuberculosis inconclusive and VEEV TC-83 Vero 1.7%.
`O=C(CC1C(=O)NCCN1C(=O)Nc1ccc(F)cc1F)Nc1cc(Cl)ccc1Cl` (centres undefined) gave influenza NS1A 0.7%, H37Rv inhibition -4.8%, PhoP GFP inhibition 1.4%, M. tuberculosis 0.6% and VEEV TC-83 Vero 4.9%.
Screening O=C1CCCc2c1cc(C(=O)NCc1ccco1)c(=O)n2-c1ccc(Cl)cc1 returned influenza NS1A -0.1%, H37Rv inhibition -12.6%, PhoP GFP inhibition 17.8%, M. tuberculosis -6.3% and VEEV TC-83 Vero 1.9%.
Screening O=C(NCC(O)c1ccc([N+](=O)[O-])cc1)C1=COCCO1 (centres undefined) returned influenza NS1A -3.6%, H37Rv inhibition -3.0%, M. tuberculosis 4.4% and VEEV TC-83 Vero 2.4%.
For O=C(COC(=O)/C=C/c1ccccc1[N+](=O)[O-])NCC1CCCO1 (centres undefined) the results were influenza NS1A -6.4%, H37Rv inhibition 0.2%, PhoP GFP inhibition 4.4%, M. tuberculosis 1.3% and VEEV TC-83 Vero 1.0%.
For COc1ccc(CCNC(=O)C2CCCN(S(=O)(=O)N3CC(C)CC(C)C3)C2)cc1OC (centres undefined) the results were influenza NS1A 10.0%, H37Rv inhibition -2.5%, PhoP GFP inhibition -5.4%, M. tuberculosis 11.5% and VEEV TC-83 Vero 2.8%.
For CC(NC(=O)/C(C#N)=C/c1ccc(Cl)c([N+](=O)[O-])c1)c1ccccc1 (centres undefined) the results were H37Rv inhibition inconclusive, PhoP GFP inhibition -9.3% and M. tuberculosis 6.9%.
COc1cc(CCC(=O)NC2(C)CCS(=O)(=O)C2)cc(OC)c1OC (centres undefined) was read as influenza NS1A -13.5%, H37Rv inhibition -6.1%, M. tuberculosis -11.5% and VEEV TC-83 Vero 3.1%.
For Cc1ccc2nc3c(cc2c1)c(NC(=O)c1ccccn1)nn3CC(C)C the results were influenza NS1A -28.8%, H37Rv inhibition -12.6%, PhoP GFP inhibition -8.3%, M. tuberculosis 27.2% and VEEV TC-83 Vero inactive.
For COc1cccc(N=Nc2ccc3cccnc3c2O)c1 the results were influenza NS1A 6.0%, H37Rv inhibition inconclusive, PhoP GFP inhibition -1.4%, M. tuberculosis inconclusive and VEEV TC-83 Vero 5.5%.
Screening COCC(C)NCc1cccc(OC)c1OC (centres undefined) returned influenza NS1A -3.5%, H37Rv inhibition -0.9%, PhoP GFP inhibition 3.3%, M. tuberculosis 8.4% and VEEV TC-83 Vero 1.4%.
Screening COc1ccc(-c2ccc(-c3noc(-c4ccccc4OC)n3)c(OC)n2)cc1 returned influenza NS1A -9.3%, H37Rv inhibition 66.7%, PhoP GFP inhibition -7.7%, M. tuberculosis 18.4% and VEEV TC-83 Vero 11.9%.
COc1cc(C2SCC(=O)N2CCN2CCCCC2)ccc1O (centres undefined) was read as influenza NS1A -23.2%, H37Rv inhibition -2.1%, PhoP GFP inhibition 4.0%, M. tuberculosis -16.4% and VEEV TC-83 Vero 3.2%.
CCCCc1nc2cc(C(=O)NC3CCOC(C)(C)C3)ccc2o1 (centres undefined) was read as influenza NS1A 0.2%, H37Rv inhibition -4.2%, PhoP GFP inhibition -3.8%, M. tuberculosis 6.2% and VEEV TC-83 Vero 3.5%.
Screening O=C(NCCC1=CCCCC1)c1ccc([N+](=O)[O-])cc1 returned influenza NS1A 3.1%, H37Rv inhibition -0.7%, PhoP GFP inhibition -9.6%, M. tuberculosis 72.4% and VEEV TC-83 Vero 0.3%.
Screening CCNC(=S)N/N=C/c1ccc(-c2ccccc2)o1 returned influenza NS1A 7.8%, H37Rv inhibition -5.2%, PhoP GFP inhibition -2.2%, M. tuberculosis 13.9% and VEEV TC-83 Vero 7.4%.
`CC(C)CC(=O)N1CCN(Cc2ccccc2Br)CC1` gave influenza NS1A -4.4%, H37Rv inhibition -1.7%, PhoP GFP inhibition -2.2%, M. tuberculosis 4.7% and VEEV TC-83 Vero 0.1%.
`COc1ccc(CNC(=O)COC(=O)[C@H](Cc2c[nH]c3ccccc23)NC(=O)c2cccs2)cc1` gave influenza NS1A -1.5%, H37Rv inhibition -14.2%, PhoP GFP inhibition -14.0%, M. tuberculosis 6.4% and VEEV TC-83 Vero 1.0%.
